SMN2 splice up = enhancers of SMN2 splice variant expression. HEK293 SMN2-luciferase splicing reporter, luminescence, 30-36 h. Potency, µM (titrated, usually from 46.1 µM), inactives show top-dose activity change, positive = activation, usual class: activators. 2.8% of 210,000 active. AID 1458; active = well fitted activation curve with a large enough effect; inconclusive = small, poorly fitted or top-dose-only effect; inactive = no such curve, though single readings can be large or run the other way; note: % of control where 0% means no effect; nearly all actives have a fitted effect of over 55% in size
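HEK293 cells carry an SMN2 minigene-luciferase reporter in which exon 7 inclusion puts luciferase in frame. Cells were seeded at 2000 cells/well, attached for 10-12 hours, then exposed to compounds for 30-36 hours at 37C before ONE-Glo luminescence.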
Numbers without * were called inactive; ? = inconclusive; [ ] = remark or other dose. Potency is the fitted concentration of half-maximal effect. An excerpt; count on the stated rates, not on these rows.

#	Structure	SMN2 splice up
1	Cc1cccc(C)c1NC(=O)C1CCCN1S(=O)(=O)c1cccc2nsnc12 (stereo unspecified)	-1%
2	CCCCCc1ccc(-c2ccc(C(=O)Oc3ccc(C(=O)OC)cc3)cc2)nc1	-46%[inhibitor]
3	COc1ccc(-c2cc(C(F)(F)F)c(C#N)c(SCC(=O)Nc3ccc(F)cc3)n2)cc1	5%
4	COc1cc(C2c3c(-c4ccccc4O)n[nH]c3C(=O)N2CCO)ccc1OCC(C)C (stereo unspecified)	11%
5	COc1ccccc1NC(=O)CN1CCCN(S(=O)(=O)c2ccc(Br)cc2)CC1	-25%
6	CCNC(=O)c1c(NC(=O)Cc2coc3ccc(CC)cc23)sc2c1CCCC2	-3%
7	O=S(=O)(c1ccc(Br)cc1)c1nc(-c2cccs2)oc1SCc1ccccc1F	-22%
8	CCOC(=O)c1c(NC(=O)c2cc(C(C)C)on2)sc(C)c1C	0%
9	CC(C)(C)C1CCc2c(sc(NC(=O)c3ccccc3F)c2C(=O)NCc2ccco2)C1 (stereo unspecified)	0%
10	COc1ccc(OC)c(NC(=O)CSc2c3c(nc4ccccc24)CCCC3)c1	-15%
11	O=C(COc1ccc(Cl)cc1)Nc1sc2c(c1C(=O)Nc1cccc(Cl)c1)CCCC2	-11%
12	O=C(CSc1cn(CCNC(=O)c2cccc(C(F)(F)F)c2)c2ccccc12)Nc1ccc2c(c1)OCCO2	-40%[inhibitor]
13	CCc1ccc(CN(C(=O)c2ccc(OC)cc2)C2CCS(=O)(=O)C2)cc1 (stereo unspecified)	-11%
14	Brc1cccc(-c2nnn3c2nc(N2CCCCC2)c2ccccc23)c1	-7%
15	COc1ccccc1NC(=O)C1=C(C)Nc2nc(SCc3ccccc3)nn2C1c1cccs1 (stereo unspecified)	4%
16	CCOc1cc(S(=O)(=O)NCCc2c(C)[nH]c3ccc(C)cc23)ccc1Br	-16%
17	CCN(CC)S(=O)(=O)c1ccc(OC)c(NC(=O)c2sc3ccccc3c2Cl)c1	-9%
18	Cc1ccc(C)c(Nc2nn3c(=O)c4cc5c(cc4nc3s2)OCO5)c1	16%
19	CCCN1C(=O)C(Cc2nc3ccccc3c(=O)n2-c2ccc(OC)cc2)c2cc(C)ccc21 (stereo unspecified)	0%
20	CCOc1ccc(-c2nc(SCC(=O)NC3CCCC3)c(-c3ccccc3)[nH]2)cc1OC	-85%[inhibitor]
21	CC(C)(C)c1ccc(C(=O)NC2=NC(c3cccc(F)c3)CC(=O)N2)cc1 (stereo unspecified)	18%
22	CCOC(=O)c1c(-c2ccc(OC)c(OC)c2)csc1NC(=O)c1ccc(C)cc1	-6%
23	Cc1cc(C)n2nc(NCc3ccccc3Cl)nc2n1	-2%
24	CCN(CCCNC(=O)c1cc(Nc2ccccc2OC)nc2ccccc12)c1cccc(C)c1	5%
25	COc1ccc(C(=O)Nc2ccc(-c3nc4ncccc4o3)cc2C)cc1Br	?
26	Cc1ccc(C(=O)Nc2cccc(-c3nc4ccccc4o3)c2)c(Cl)c1	-2%
27	COc1cccc(-c2cc(C(=O)NCc3ccc(F)cc3)no2)c1	-3%
28	CCCc1nc2nc(C)c(NS(=O)(=O)c3ccc(F)cc3)c(=O)n2[nH]1	6%
29	O=C(CSc1nnc(CNC(=O)c2cccc(F)c2)n1-c1ccccc1)Nc1ccccc1F	?
30	CC(C)COc1ccc(C(=O)NCC2OCCc3ccccc32)cc1 (stereo unspecified)	-10%
31	CCOC(=O)c1c(-c2ccccc2)oc2ccc(N(C(C)=O)S(=O)(=O)c3cc(C)ccc3C)cc12	-3%
32	CCc1cccc(C)c1NC(=O)CSc1nc2ccccc2nc1N1CCOCC1	-6%
33	COCCOC(=O)c1c(C)oc2c1cc(NS(=O)(=O)c1ccc(Cl)c(C)c1)c1ccccc12	-4%
34	COc1cccc(OCc2cc(=O)n3cc(C)sc3n2)c1	?
35	O=C(O)c1ccc(NC(=O)c2cc3ccccc3o2)cc1	6.3µM*
36	CCc1ccc(S(=O)(=O)c2nnn3c2nc(NCc2cccc(OC)c2)c2cc(Cl)ccc23)cc1	2%
37	COc1ccc(C(=O)COC(=O)c2cc(-c3ccccc3)nc3c(C)cccc23)cc1	3%
38	COc1ccccc1CNC(=O)c1ccc2c(c1)CCN2S(=O)(=O)c1ccccc1	1%
39	Cc1ccc(Cl)cc1NC(=O)CCS(=O)(=O)c1ccc2c(c1)n(C)c(=O)c(=O)n2C	3%
40	COc1ccc(-c2cc(C(F)(F)F)nc(SCCC(=O)Nc3cc(C)ccc3O)n2)cc1	-24%
41	Cc1ccccc1Nc1c(-c2cccc(N(C)C)c2)nc2ccc(Br)cn12	?
42	COc1ccc(NC(=O)C(NC(=O)/C=C\c2ccc3c(c2)OCO3)c2ccc(C)cc2)cc1 (stereo unspecified)	-10%
43	COc1ccc(Nc2nnc(-c3ccc(C)c(S(=O)(=O)N4CCN(C)CC4)c3)c3ccccc23)cc1	0%
44	Cc1ccc(CCNC(c2ccc(F)cc2)c2nnc(-c3ccccc3Cl)o2)cc1 (stereo unspecified)	-6%
45	Cc1ccc2c(=O)c(C(=O)c3cccc(Cl)c3)cn(CC(=O)NCc3ccc(F)cc3)c2n1	-11%
46	CC(C)CC(NS(=O)(=O)c1ccc2c(c1)oc(=O)n2C)C(=O)NCCc1ccc(Cl)cc1 (stereo unspecified)	-1%
47	CCOc1ccc(C(=O)N(Cc2ccc(C(C)C)cc2)Cc2ccco2)cc1	-11%
48	O=C(Nc1c(Cl)cccc1Cl)c1cc(-c2ccc3c(c2)OCO3)on1	15%
49	O=C(Nc1sc2c(c1C(=O)NCc1ccco1)CCCC2)c1cc(=O)c2ccccc2o1	15%
50	CCOC(=O)c1ccc(Nc2nc3ccccc3nc2NS(=O)(=O)c2ccc(Cl)cc2)cc1	-9%

The results go on:
#	Structure	SMN2 splice up
51	COc1ccccc1C(=O)Nc1ccc(-c2cc(C(F)(F)F)nn2-c2ccccc2)cc1	-36%[inhibitor]
52	CC(=O)Nc1ccc2nc(-c3cc(C)ccc3C)[nH]c2c1	0%
53	O=c1oc2ccccc2cc1-c1cn2cc(Cc3cc(Cl)ccc3Cl)sc2n1	-2%
54	Cc1ccc(-c2ccc(=O)n(Cc3cc(C)ccc3C)n2)cc1	3%
55	COc1c(Cl)cc(C(=O)N(Cc2ccc(C)o2)C2CCS(=O)(=O)C2)cc1Cl (stereo unspecified)	-13%
56	Cc1cccc(-c2noc(CCCC(=O)NCc3ccco3)n2)c1	7%
57	Cc1ccc(C)c(N2CCN(c3nc4ccc(Cl)cc4n4cnnc34)CC2)c1	2%
58	CCOc1cccc(C(=O)N(Cc2ccc(C)o2)C2CCS(=O)(=O)C2)c1 (stereo unspecified)	-4%
59	O=C(NCc1ccccc1)c1ccc2c(c1)CCN2S(=O)(=O)c1ccccc1	4%
60	COc1ccc(S(=O)(=O)N2CCC(C(=O)Nc3ccc(Oc4ccccc4)cc3)CC2)cc1OC	-44%[inhibitor]
61	CCCCOc1ccc(C(=O)Nc2cccc(-c3nc4ccccc4o3)c2C)cc1	-6%
62	CCOc1ccccc1C1CC(=O)NC(C)=C1C(=O)OCc1ccc(C)cc1 (stereo unspecified)	-22%
63	COc1ccc(S(=O)(=O)N(CC(=O)NCCSc2ccccc2)c2ccc(Cl)cc2)cc1	-7%
64	CCOc1ccc(-c2n[nH]c3c2C(c2ccccc2OC)N(c2ccc(Br)cc2)C3=O)cc1 (stereo unspecified)	1%
65	CCc1nonc1NC(=O)c1oc2ccc(Br)cc2c1C	-1%
66	Cc1cc(F)ccc1S(=O)(=O)Nc1ccc2oc3c(c2c1)CC(C)CC3 (stereo unspecified)	-58%[inhibitor]
67	CCOC(=O)c1cc(-c2ccc(C)cc2)n(CCC(=O)Nc2ccc(OC)c(OC)c2)c1C	-14%
68	O=C(NC1(C(F)(F)F)NC(=O)N(CCc2ccccc2)C1=O)c1ccccc1Cl (stereo unspecified)	-3%
69	COc1cc(-c2nc3nc[nH]n3c2Nc2ccc(C(C)C)cc2)ccc1O	-3%
70	Cc1cc(Br)ccc1NC(=O)c1ccc(NS(=O)(=O)c2c(C)noc2C)cc1	2%

Quoted from above: compounds 68 to 70
#	Structure	SMN2 splice up
68	O=C(NC1(C(F)(F)F)NC(=O)N(CCc2ccccc2)C1=O)c1ccccc1Cl (stereo unspecified)	-3%
69	COc1cc(-c2nc3nc[nH]n3c2Nc2ccc(C(C)C)cc2)ccc1O	-3%
70	Cc1cc(Br)ccc1NC(=O)c1ccc(NS(=O)(=O)c2c(C)noc2C)cc1	2%

Other entries:
#	Structure	SMN2 splice up
71	COc1ccc(C(=O)Nc2cc(S(=O)(=O)c3ccc(Cl)cc3)c(O)c(C)c2C)cc1	15%
72	CCOc1ccc(S(=O)(=O)Nc2ccc3oc4c(c3c2)CC(C)CC4)cc1 (stereo unspecified)	-9%
73	COc1ccccc1CNC(=O)c1cn(C)c2ccc(S(=O)(=O)N(C)C3CCCCC3)cc2c1=O	10%
74	O=C(Nc1cccnc1)c1cc(-c2cccc(Cl)c2)on1	18%
75	COc1ccc(-c2cc(C(=O)OCC(=O)c3ccc(C)cc3)c3cccc(Cl)c3n2)cc1	-3%
76	COc1ccc(C)cc1NC(=O)Cn1c(=O)oc2cc(S(=O)(=O)N3CCCCC3)ccc21	-14%
77	CCC1=C(c2ccc(C)cc2)S(=O)(=O)N=C1N1CCC(C(=O)NCc2ccccc2Cl)CC1	-22%
78	Cc1ccc2c(=O)cc(C(=O)Nc3ccc(S(=O)(=O)N4CCCC(C)C4)cc3)oc2c1C (stereo unspecified)	35%
79	CCCCCSc1nc2sc3c(c2c(=O)n1-c1ccc(OC)cc1)CCN(C(C)=O)C3	7%
80	O=C(O)CCc1ccc(-c2ccccc2)n1-c1cccc(Br)c1	0%
81	COc1ccc(NC(=O)c2oc3ccccc3c2NC(=O)c2cc(=O)c3ccccc3o2)cc1	6%
82	Cc1cc(C)c2c(CC(=O)N(Cc3ccccc3)C3CCS(=O)(=O)C3)coc2c1 (stereo unspecified)	2%
83	Cc1ccccc1-n1c2nc(=O)[nH]c(=O)c-2cc2c(Cl)cccc21	-9%
84	COc1ccc(NC(=O)CCCOc2cc(=O)n(C)c3ccccc23)c(OC)c1	21%
85	CCc1ccc(S(=O)(=O)c2nnn(-c3cccc(C)c3)c2N)cc1	-28%
86	O=C(Cn1ncc2c3ccccc3n(Cc3cccc(Cl)c3)c2c1=O)N1CCCCC1	10%
87	COc1ccc(C)cc1NC(=O)CCNC(=O)Cn1ccc2ccccc2c1=O	-9%
88	Cc1oc2c(C)c3oc(=O)c(CC(=O)N4CCCCC4)c(C)c3cc2c1C	0%
89	Cc1ccc(NC(=O)c2ccc3snnc3c2)cc1Cl	?
90	COc1ccc(CNC(=O)c2cc3c(-c4ccccc4F)nn(C)c3s2)cc1	-27%
91	CCOC(=O)c1c(NC(=O)CSc2cn(CCNC(=O)c3c(F)cccc3F)c3ccccc23)sc2c1CCC2	-5%
92	Cc1cc(C)c(Cn2c3ccccc3c3cnn(CC(=O)N4CCCCC4)c(=O)c32)c(C)c1	2%
93	CCc1ccc(NC(=O)CN2C(C(=O)OC)=C(c3ccccc3)c3ccccc3S2(=O)=O)cc1	-3%
94	CCCN1C(=O)C2(c3ccccc31)c1c(oc3ccccc3c1=O)C(=O)N2CCCOC(C)C (stereo unspecified)	-2%
95	CCOc1ccc(NC(=O)[C@H](Cc2ccccc2)N2Cc3ccccc3C2=O)cc1	5%
96	CCOc1ccccc1CNCc1c(C(=O)O)c(C)n(Cc2ccc(C)cc2)c1C	2%
97	COc1ccc(Cl)cc1NC(=O)c1ccc2c(c1)CCN2S(C)(=O)=O	12%
98	CCCCOc1ccc(C(=O)N2CC(=O)Nc3ccc(Br)cc3C2c2ccc(F)cc2)cc1 (stereo unspecified)	-19%
99	Cc1ccc(CNc2nc3ccc(Cl)cc3n3cnnc23)cc1	?
100	O=S(=O)(c1ccc(Cl)cc1)c1nc(-c2ccccc2Br)oc1N1CCOCC1	-27%

Values in list order from the entries so far:
SMN2 splice up, nos. 61 to 66, in order: -6%, -22%, -7%, 1%, -1%, -58%[inhibitor]

Compounds listed so far containing a CF3 group (five):
#	Structure	SMN2 splice up
3	COc1ccc(-c2cc(C(F)(F)F)c(C#N)c(SCC(=O)Nc3ccc(F)cc3)n2)cc1	5%
12	O=C(CSc1cn(CCNC(=O)c2cccc(C(F)(F)F)c2)c2ccccc12)Nc1ccc2c(c1)OCCO2	-40%[inhibitor]
40	COc1ccc(-c2cc(C(F)(F)F)nc(SCCC(=O)Nc3cc(C)ccc3O)n2)cc1	-24%
51	COc1ccccc1C(=O)Nc1ccc(-c2cc(C(F)(F)F)nn2-c2ccccc2)cc1	-36%[inhibitor]
68	O=C(NC1(C(F)(F)F)NC(=O)N(CCc2ccccc2)C1=O)c1ccccc1Cl (stereo unspecified)	-3%

Carrying on.
#	Structure	SMN2 splice up
101	Cc1oc2c(c(C)cc3oc(=O)c(CC(=O)NCCc4ccc(Cl)cc4)c(C)c32)c1C	-3%
102	Cc1cc(C(F)F)n2nc(C(=O)Nc3ccc(F)c(Cl)c3)nc2n1	7%
103	COc1ccc(Cl)cc1NC(=O)Cn1c(=O)n(-c2ccc(C)cc2)c(=O)c2ccc(C(=O)NCc3ccccc3Cl)cc21	6%
104	Cc1ccc(-n2c(=O)c3c(cnn3C)n(CC(=O)Nc3cccc(C)c3)c2=O)cc1	3%
105	Cn1c(=O)c(=O)n(C)c2cc(S(=O)(=O)N3CCN(c4ccccc4)CC3)ccc21	-4%
106	COC(=O)c1ccc(Oc2nc3c(c(=O)n(C)c(=O)n3C)n2Cc2ccc(Cl)c(Cl)c2)cc1	-16%
107	O=c1c2cccnc2n(Cc2ccccc2F)c(=O)n1Cc1ccc(F)cc1	-2%
108	CCCC12CN3CC(C)(CN(C1)C3c1cn(CC)c3ccccc13)C2=O (stereo unspecified)	11%
109	COc1ccc(-c2nn3c(-c4ccc(OC)cc4)nnc3c3ccccc23)cc1	-9%
110	CCc1cccc(NC(=O)C(Cc2ccccc2)NS(=O)(=O)c2ccc3c(c2)oc(=O)n3C)c1 (stereo unspecified)	-14%
